Compound activity deposited in PubChem BioAssay by National Center for Advancing Translational Sciences (NCATS).
RXFP1 antagonist – RXFP1 (human) relaxin receptor antagonism; Q9HBX9; HEK293-RXFP1, relaxin-stimulated cAMP HTRF, 30 min; active compounds read low; activity change, negative = inhibition, % at 57.5 µM; 350,000 compounds, 0.59% hits; AID 1259400;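 active = activity change of -60% or lower, but not beyond a set lower limit; inconclusive = change between -60% and -40%, or beyond the set limit; inactive = change above -40%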; note: % is set by controls: 0 for no effect and ±100 for the full control effect
Target sequence (Q9HBX9 whole entry, looked up): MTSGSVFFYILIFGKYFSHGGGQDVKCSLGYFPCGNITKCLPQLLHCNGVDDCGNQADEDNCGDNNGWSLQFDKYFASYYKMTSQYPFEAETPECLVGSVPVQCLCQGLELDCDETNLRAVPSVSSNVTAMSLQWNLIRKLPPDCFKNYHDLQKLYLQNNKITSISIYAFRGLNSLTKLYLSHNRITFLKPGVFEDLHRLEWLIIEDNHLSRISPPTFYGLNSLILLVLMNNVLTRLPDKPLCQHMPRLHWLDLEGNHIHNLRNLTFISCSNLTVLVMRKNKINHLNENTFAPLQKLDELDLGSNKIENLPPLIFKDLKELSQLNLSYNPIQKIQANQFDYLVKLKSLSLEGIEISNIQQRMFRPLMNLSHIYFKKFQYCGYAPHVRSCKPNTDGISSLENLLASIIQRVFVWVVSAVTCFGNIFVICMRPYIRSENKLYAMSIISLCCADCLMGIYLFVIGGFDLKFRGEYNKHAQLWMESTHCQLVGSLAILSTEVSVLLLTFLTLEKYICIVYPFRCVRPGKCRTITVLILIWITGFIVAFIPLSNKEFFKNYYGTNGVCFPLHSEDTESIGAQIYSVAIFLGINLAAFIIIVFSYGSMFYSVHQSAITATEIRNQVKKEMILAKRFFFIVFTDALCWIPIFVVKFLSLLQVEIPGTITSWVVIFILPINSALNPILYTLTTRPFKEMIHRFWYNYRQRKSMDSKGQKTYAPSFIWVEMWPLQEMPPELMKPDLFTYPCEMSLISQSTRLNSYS
D2 ag – activates the human D2 dopamine receptor | HEK293 T-REx D2 cells, calcium flux agonist mode | 340,000 compounds, 0.53% hits | activation, % at 2 µM | P14416 | AID 485358;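 active = activation over 3 SD above normal in the single-dose calcium agonist read, cut at about 30% in these data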; note: 0% is about no effect
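HEK293 Trex D2 cells, tetracycline-induced, o/n 30 C 5% CO2; no-wash Ca dye, RT 30–90 min; 10-cycle baseline, 23 nl cpd added, kinetic Ca read 180 s; agonist hits = positive Ca response.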
D2 antagonist – antagonizes the human D2 dopamine receptor. P14416. HEK293 TREx D2 cells, calcium flux, dopamine EC80. inhibition, % at 10 µM. 340,000 compounds, 2% hits; in the data active = inhibition above about 30%; note: 0% is about no effect
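Calcium mobilization kinetics were recorded at 1 s intervals in tetracycline-induced HEK293 T-REx D2 cells, first for 180 s after compound addition and then 180 s after EC80 dopamine.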
D1 antag – human D1 dopamine receptor antagonism; P21728; HEK293 TREx D1 cells, calcium flux, dopamine EC80; active compounds read low; activity change, negative = inhibition, % at 10 µM; 360,000 compounds, 3.2% hits; in the data active = activity change below about -30%; note: % is set by controls: 0 for no effect and ±100 for the full control effect
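Inducible Hek293 Trex D1 cells (tetracycline, overnight, 30 C). Calcium dye 30–90 min RT. Antagonist mode: EC80 dopamine added after 180 s compound read.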
D1 potentiator – human D1 dopamine receptor positive modulation; P21728; HEK293 TREx D1 cells, calcium flux, dopamine EC20 potentiation; potentiation, % at 10 µM; 360,000 compounds, 0.036% hits; in the data active = potentiation above about 30%; note: 0% is about no effect
D1 agonist – activates the human D1 dopamine receptor; P21728; HEK293 T-REx D1 cells, calcium flux, agonist mode; activation, % at 2 µM; 360,000 compounds, 1% hits; AID 504660; note: 0% is about no effect
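Agonism was scored from calcium flux recorded over 180 s (1 read/s) after pintool compound addition, following a 10-cycle baseline. Cells were inducible force-coupled HEK293 TREx D1, plated overnight at 30 C and loaded with no-wash calcium dye.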
TRHR ag – activates the human TRH receptor; P34981; AID 493084; TRHR cells, calcium flux fluo-8, FDSS agonist mode; activation, % at 2 µM; 360,000 compounds, 0.18% hits; note: 0% is about no effect
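In this calcium-flux screen, cells bearing human TRHR are dye-loaded with fluo-8, baselined for 10 cycles, then exposed to library compounds; positive kinetic calcium responses during the agonist phase mark hits, with TRH as control.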
D2 PAM – positively modulates the human D2 dopamine receptor allosterically; HEK293 T-REx D2, calcium flux, EC20 dopamine potentiation; potentiation, % at 10 µM; 340,000 compounds, 0.34% hits;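 active = potentiation over 3 SD above the plate norm, cut at about 30% in these data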; note: 0% is about no effect
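Primary screen. Calcium kinetics in induced HEK293 T-REx D2 cells: compound pre-addition 180 s, EC20 dopamine, 180 s more.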
TRHR enhancer – allosteric enhancers of human TRH receptor; 360,000 compounds, 0.66% hits; TRHR cells, fluo-8 calcium fluorescence, EC20 TRH enhancement; enhancement, % at 2 µM; P34981; in the data active = enhancement above about 30%; note: 0% is about no effect
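TRHR-expressing cells loaded with fluo-8 calcium dye were read kinetically (ex 480/em 530) during compound addition, then stimulated with an EC20 of TRH (10 nM final). Enhancement of the Gq-mediated intracellular calcium response was scored.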
Starred values were filed as active, the others as inactive; ? = inconclusive; . = not tested or not shown. Cut-off read from the data, not from the text of the source, unless noted: active = activation above about 30%; inactive = the rest. An unsorted share of the library, and some 7.3% of all compounds hit somewhere here.

SMILES	RXFP1 antagonist	D2 ag	D2 antagonist	D1 antag	D1 potentiator	D1 agonist	TRHR ag	D2 PAM	TRHR enhancer
O=c1cc(N2CCN(c3ccccc3)CC2)[nH]c(=O)n1-c1ccccc1	-2	0.5	7	8	-1	1	0.6	0	6
CN(Cc1nc(-c2ccncc2)no1)S(=O)(=O)c1ccc(Br)cc1	-17	-0.4	-4	-14	-5	7	-0.1	0	1
O=C1CCCc2ccccc2N1Cc1ccccc1	0	0.1	0	10	1	3	-1.0	5	0
CC12CCC(C(=O)NCc3ccc4c(c3)OCO4)(OC1=O)C2(C)C (configuration not stated)	0	-0.1	-3	1	5	8	-0.9	10	-3
COc1ccc2nc(NC(=O)c3cnccn3)sc2c1	-23	1.5	-11	4	0	3	0.0	-1	3
Cc1cc(C(=O)CN2C(=O)C(=O)N(Cc3ccccc3)C2=O)c(C)n1-c1ccc2c(c1)OCCO2	-14	1.6	-10	-14	17	7	0.0	7	2
CCOc1ccc(N(Cc2cc3cc(C)ccc3[nH]c2=O)C(=O)COC)cc1	-1	1.2	1	8	2	-1	-0.1	-5	-2
Cc1cccc(N2C(=O)CC(Cn3nc(C)cc3C)C2=O)c1 (configuration not stated)	1	-0.3	-2	12	-2	2	-0.4	2	-3
CCCCC(c1nnnn1CC1CCCO1)N1CCN(c2cccc(C)c2C)CC1 (configuration not stated)	-8	-0.9	-10	-24	1	1	0.2	2	-1
COc1cc(CCN2C(=O)N[C@@H](CCc3ccccc3)C(C(C)=O)=C2C)cc(OC)c1OC	.	-0.8	-19	11	-5	-2	0.0	-1	-6
O=C(NCCCN1CCOCC1)/C(=C/c1ccco1)NC(=O)c1ccccc1	-5	-0.4	17	7	0	0	0.4	7	-3
COc1ccccc1/C=N/Nc1cc(N(C)C)nc(N(C)C)n1	?	.	.	35	-6	1	-0.8	.	-4
COc1ccc(CCNC(=O)Cn2c(=O)n(-c3ccc(OC)c(OC)c3)c(=O)c3ccccc32)cc1OC	.	0.4	.	9	1	0	-0.3	-4	7
O=C1C2C3C=CC(C3)C2C(=O)N1c1ccc2c(c1)OCO2 (configuration not stated)	5	-0.5	-3	5	4	5	-0.5	17	3
O=C(Nc1ccc(Br)cc1)c1ccc(N2C(=O)C3CC=C(Cl)CC3C2=O)cc1 (configuration not stated)	-8	0.8	-5	-10	-2	4	0.9	5	-2
CCN(CC)S(=O)(=O)c1ccc(Cl)c(NC(=S)NC(=O)C2CCCC2)c1	-4	0.2	10	-17	.	32*	0.8	4	-6
COC(=O)C(CCSC)NC(=O)C1CCN(c2ncnc3c2nc2n3CCCCC2)CC1 (configuration not stated)	-2	0.0	.	8	1	0	-1.0	-5	9
CCOc1cc(/C=C2\SC(=S)N(C(C(=O)O)c3ccccc3)C2=O)ccc1O (configuration not stated)	5	-0.1	-8	4	1	172*	-0.7	12	2
O=C(Cc1ccc(Cl)c(Cl)c1)OCC(=O)c1ccc[nH]1	1	-1.0	6	-5	-8	5	0.7	2	-12
CCc1ccc(S(=O)(=O)c2nnn3c2nc(Nc2cc(OC)ccc2OC)c2sccc23)cc1	-9	0.7	.	12	-2	0	0.3	2	8
NS(=O)(=O)c1ccc(CCNC(=O)c2cc([N+](=O)[O-])ccc2N2CCOCC2)cc1	-1	0.3	-9	-11	1	3	0.5	-6	0
Cc1ccc(N2C(=O)C3C4C=CC(CNC(=S)N5CCN(c6ccccn6)CC5)(O4)C3C2=O)cc1 (configuration not stated)	-7	0.2	5	-10	-3	0	-0.8	4	7
Cc1ccc(-c2nnn(CC(=O)N(CC(=O)NC3CCCC3)c3ccc(F)c(Cl)c3)n2)o1	-30	-0.6	4	6	-7	4	0.2	-2	-5
CC1=C2C(=O)OC(c3ccoc3)C2(C)CCC1 (configuration not stated)	6	0.2	4	5	-4	1	-0.1	-8	-1
Fc1ccc(NCc2nc3ccccc3n2CCOc2ccccc2Cl)cc1	-22	-0.7	.	-2	1	1	-0.5	17	-3
COC(=O)N1CN(C(=O)OC)CN(C(=O)OC)C1	0	0.1	-8	6	-5	2	1.2	3	0
Cc1cccc(COc2ccccc2C(=O)OCC(=O)N(C)c2c(N)n(Cc3ccccc3)c(=O)[nH]c2=O)c1	2	0.9	-6	1	1	4	1.1	-2	8
Cc1ccc2c(c1)sc1ncc(NC(=O)c3ccc(F)cc3)c(=O)n12	.	-0.4	10	2	-2	1	0.7	.	3
O=C(NCCc1ccc(O)cc1)c1ccc(Cl)cc1	-10	.	.	-32*	-2	1	0.4	.	7
c1ccc2c(c1)OCC(CNc1ncnc3nc[nH]c13)O2 (configuration not stated)	.	-0.7	-3	-87*	-5	182*	0.8	10	3
CCOC(=O)N1CCN(C(=O)CSCC(=O)Nc2nc(-c3ccc(Cl)s3)cs2)CC1	-18	0.8	8	-28	-1	1	-0.4	-13	-10
CCOC(=O)CNC(=O)C1c2cc(OC)c(OC)cc2C(=O)N(C)C1c1ccccc1F (configuration not stated)	-8	0.4	.	3	4	3	0.6	5	-4
CC(=O)N1c2ccc(S(=O)(=O)N3CCC(C(=O)Nc4cccc(C)n4)CC3)cc2CC1C (configuration not stated)	-5	-0.3	-6	8	-5	5	-0.2	-2	-4
COc1cc(CNC(=O)CCC(=O)N2C[C@H]3C[C@H](C2)c2cccc(=O)n2C3)cc(OC)c1OC	.	-0.7	19	-11	1	1	0.0	-8	-9
Cc1oc(-c2cccs2)nc1CS(=O)CC(=O)NCCCOC(C)C (configuration not stated)	1	-0.1	-3	-4	-11	-1	-0.3	1	2
COc1ccc(N(CCC#N)S(=O)(=O)c2ccc(Cl)cc2)cc1	22	0.3	20	-23	-3	3	-1.0	2	-4
COCCN(CC(=O)Nc1cccc(C)c1C)C(=O)c1ccc(S(=O)(=O)N2CCOCC2)cc1	-9	-0.5	-7	5	1	0	0.7	6	-3
CC(C)N1CCN(Cc2ccc3c(c2)Cc2ccccc2-3)CC1CCO (configuration not stated)	1	0.1	-6	-19	-4	11	0.9	4	9
CC(=O)Nc1cccc(NC(=O)C2CCN(C(=O)c3ccco3)CC2)c1	6	-0.4	1	5	-7	4	1.5	-1	2
Cc1ccc(NC(=O)OCCNC(=O)OC(C)C)cc1	-7	-0.2	3	-3	-3	9	-0.6	.	-4
O=C1CCCC2=C1C(c1cccs1)n1nc(SCc3ccccc3F)nc1N2 (configuration not stated)	-5	-0.5	-4	-12	3	1	0.4	9	-8
CCCC1CC(=O)OC1(C)C(=O)CSc1n[nH]c(-c2ccccc2)n1 (configuration not stated)	.	0.3	-37	4	-7	1	-0.4	-5	2
COc1ccc(C(=O)N(CCN2CCOCC2)CC(=O)NC2CCCC2)cc1OC	-2	-0.5	10	10	-21	2	-0.4	10	-6
COc1ccc2[nH]cc(CCNC(=O)c3ccccc3Cl)c2c1	6	-0.2	0	-9	-5	0	-0.6	2	6
O=c1ccnc2n1COCS2	1	.	.	-9	-7	4	-0.2	.	-7
COc1cc(C(=O)Nc2cccc(C)c2C)c(Br)c(OC)c1OC	-2	3.8	-1	-15	-3	0	-1.0	1	-1
Cc1ncoc1C(=O)N1CCCC(C(=O)c2cccc3ccccc23)C1 (configuration not stated)	4	0.1	1	-1	-1	-1	-0.9	-1	-1
CCCc1nnc(N2C(=O)c3cccc4cccc(c34)C2=O)s1	-25	0.2	19	8	-3	0	-0.4	-4	15
COc1ccc(-n2c(SCC#N)nnc2-c2ccc(NS(=O)(=O)c3ccc(C)cc3)cc2)cc1	-3	0.7	-5	11	-6	2	-0.3	4	-8
O=C(O)c1ccccc1/C=N/N1CCN(C2c3ccccc3-c3ccccc32)CC1	-10	-0.6	2	6	-2	1	0.4	3	-4
CC(C)n1c(SCc2ccccc2F)nc2c1c(=O)n(C)c(=O)n2C	.	-0.9	-1	-8	.	0	-0.7	-2	1
C/C(=N/NC(=O)CN1CCN(Cc2ccccc2Cl)CC1)c1cccnc1	1	-0.7	7	0	0	1	0.4	-2	-3
Cc1cccc(NC(=O)c2cc(=O)n(Cc3ccccc3)c(=O)[nH]2)c1	6	0.8	5	-3	-2	5	0.2	-4	21
COC(=O)CCN(C(=O)c1ccc(C)c([N+](=O)[O-])c1)c1ccccn1	-22	0.9	13	0	4	2	-2.0	-5	1

Entries above that have an aryl methoxy group (12):
SMILES	RXFP1 antagonist	D2 ag	D2 antagonist	D1 antag	D1 potentiator	D1 agonist	TRHR ag	D2 PAM	TRHR enhancer
COc1ccc2nc(NC(=O)c3cnccn3)sc2c1	-23	1.5	-11	4	0	3	0.0	-1	3
COc1cc(CCN2C(=O)N[C@@H](CCc3ccccc3)C(C(C)=O)=C2C)cc(OC)c1OC	.	-0.8	-19	11	-5	-2	0.0	-1	-6
COc1ccccc1/C=N/Nc1cc(N(C)C)nc(N(C)C)n1	?	.	.	35	-6	1	-0.8	.	-4
COc1ccc(CCNC(=O)Cn2c(=O)n(-c3ccc(OC)c(OC)c3)c(=O)c3ccccc32)cc1OC	.	0.4	.	9	1	0	-0.3	-4	7
CCc1ccc(S(=O)(=O)c2nnn3c2nc(Nc2cc(OC)ccc2OC)c2sccc23)cc1	-9	0.7	.	12	-2	0	0.3	2	8
CCOC(=O)CNC(=O)C1c2cc(OC)c(OC)cc2C(=O)N(C)C1c1ccccc1F (configuration not stated)	-8	0.4	.	3	4	3	0.6	5	-4
COc1cc(CNC(=O)CCC(=O)N2C[C@H]3C[C@H](C2)c2cccc(=O)n2C3)cc(OC)c1OC	.	-0.7	19	-11	1	1	0.0	-8	-9
COc1ccc(N(CCC#N)S(=O)(=O)c2ccc(Cl)cc2)cc1	22	0.3	20	-23	-3	3	-1.0	2	-4
COc1ccc(C(=O)N(CCN2CCOCC2)CC(=O)NC2CCCC2)cc1OC	-2	-0.5	10	10	-21	2	-0.4	10	-6
COc1ccc2[nH]cc(CCNC(=O)c3ccccc3Cl)c2c1	6	-0.2	0	-9	-5	0	-0.6	2	6
COc1cc(C(=O)Nc2cccc(C)c2C)c(Br)c(OC)c1OC	-2	3.8	-1	-15	-3	0	-1.0	1	-1
COc1ccc(-n2c(SCC#N)nnc2-c2ccc(NS(=O)(=O)c3ccc(C)cc3)cc2)cc1	-3	0.7	-5	11	-6	2	-0.3	4	-8

Ordered by the number under D1 antag (ascending): 3 of the compounds above
SMILES | RXFP1 antagonist | D2 antagonist | D1 antag | D1 potentiator | D1 agonist | TRHR ag | D2 PAM | TRHR enhancer
COc1cc(C(=O)Nc2cccc(C)c2C)c(Br)c(OC)c1OC | -2 | -1 | -15 | -3 | 0 | -1.0 | 1 | -1
COC(=O)CCN(C(=O)c1ccc(C)c([N+](=O)[O-])c1)c1ccccn1 | -22 | 13 | 0 | 4 | 2 | -2.0 | -5 | 1
O=C(O)c1ccccc1/C=N/N1CCN(C2c3ccccc3-c3ccccc32)CC1 | -10 | 2 | 6 | -2 | 1 | 0.4 | 3 | -4
